TNAP activation fold – human TNAP enzyme activators, primary screen, biochemical, luminescent, no phosphate acceptor, uHTS (AID 1001). 0.03% of 200,000 active. purified TNAP, luminescent activation assay, no phosphate acceptor; higher activation fold means a stronger effect. activation fold at 20 µM, or EC50 in µM where a hit was titrated; in the data active = activation fold from about 3, or a potency from the dose series; inactive = the rest, 99 in 100 with activation fold below about 1.6; also: many of its hits are not listed in these tables
MT stabilize HCS – microtubule stabilization, imaging screen | HeLa tubulin immunostaining HCS, 24 h; share of cells brighter than vehicle mean+2SD | AID 2205 | 0.83% of 200,000 active | % tubulin-high responders, % at 10 µM;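 active = plate Z-score above 3 for both tubulin-high and condensed-nucleus cell shares, with cell loss under 80%, at 10 µM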;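 also: anti alpha tubulin signal scored within the nucleus-defined area of each cell; some results filed as inactive read as strong as hits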
Insulin prom up – MIN6 insulin promoter up-regulation; MIN6 insulin promoter-GFP reporter, high-content imaging; hits give high values; z-score at 5 µM; AID 1625; 0.3% of 190,000 active;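 active = z-score above 3 at 5 µM with at least 500 cells counted in the well; inconclusive = wells under 500 cells, flagged as cytotoxic or low count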
Dynein transport – blocks dynein driven cargo transport along microtubules. z-score, hits read low. 3617.4 mouse cells, GR-EGFP nuclear translocation imaging; test concentration mostly 20 µM; stimulated with dexamethasone, 1 µM; hits give low values. AID 1381. 0.47% of 220,000 active;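 active = plate z-score of nuclear minus cytoplasmic receptor signal below a set negative limit, without overly bright fluorescence or cell loss, cut at about -3.5 in these data, passing the limit was not always enough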;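 also: z-score of nuclear minus cytoplasmic ring GR-EGFP intensity difference per well; some compounds called inactive have numbers as strong as hits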
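Also added: dexamethasone, 1.0 µM final. Medium: tet-free, stripped-serum medium. Detection: fixed, Hoechst-stained cells imaged at 10x for EGFP. Read-out: nuclear-to-cytoplasmic GR-EGFP distribution per well. Times: induction 48 h, compound 1 h, agonist 30 min.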
Myeloid diff 2 – myeloid differentiation induction | ER-HoxA9 myeloid progenitors, lysozyme-GFP differentiation, flow cytometry | calls only at 10 µM | 1% of 360,000 active;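 active = normalized GFP-positive differentiation at or above the plate's own cutoff, the solvent-only control mean plus 3 SD; inconclusive = no clear call, values can overlap the other calls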;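 also: cells exposed to compound for four days before flow analysis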
T cell modulator – modulates CD8 T cell binding to vesicles; calls only at 7 µM; 0.068% of 330,000 active; AID 2052; 2C CD8+ T cell-vesicle binding, flow cytometry; hits give low values;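 active = response, share of CD8 T cells binding vesicles, and their 90th percentile fluorescence all below set limits, cut at about 80% in these data, passing the limit was not always enough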
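Assay system: 2C TCR transgenic mouse naive CD8+ T cells, MACS-purified | Read-out: CD8+ gate FL2 mean fluorescence as % of same-row positive control | Signal: High-throughput flow cytometry with anti-B7-1 and anti-CD8 staining | Timing: Binding step 1.5 h, 37 °C, antibody labelling 20 min, ice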
PMI inhibitors – MPI enzyme activity inhibition – biochemical, fluorescence intensity, coupled assay, primary screen (AID 1209); purified PMI enzyme, coupled fluorescence intensity; higher % means a stronger effect; one-dose inhibition, % at 20 µM; IC50 in µM for titrated hits; 0.42% of 190,000 active; in the data active = inhibition above about 50%;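 also: plate controls were DMSO vehicle for no effect and wells lacking substrate for full effect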
Lipid droplet – hepatic lipid droplet formation modulation. 0.4% of 240,000 active. inhibition, % at 6.5 µM. AML12 mouse hepatocytes, oleate lipid droplets, BODIPY imaging;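 active = lipid droplet intensity inhibited by at least 50%, with more than 500 cells counted; inconclusive = wells with under 300 cells, treated as cytotoxic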
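Assay system: AML12 mouse liver cells | Compound dosing: One dose, 6.5 µM compound | Read-out basis: Droplet intensity reduction, % inhibition | Measured by: Fluorescence imaging, 20x objective, two fields per well | Schedule: Overnight treatment with compound plus oleate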
bCat nuc transl – beta-catenin nuclear translocation modulation; HeLa beta-catenin nuclear translocation, immunofluorescence imaging; nuclear translocation activity, % at 5 µM; 0.3% of 190,000 active; AID 1665;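 active = nuclear translocation activity above 50% at 5 µM, with a well cell count of 50 or more; inconclusive = wells under 50 cells across six images, flagged as toxic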;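 also: per-cell ratio of nuclear to cytoplasmic median beta-catenin stain intensity; plate controls were DMSO negative control for no effect and GSK-3 inhibitor IX positive control for full effect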
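Test system: human HeLa cells, endogenous beta-catenin. Times: 24 h compound exposure, 37°C. Measured by: beta-catenin immunofluorescence imaging with DAPI.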
Dynein transport cytoplasmic EGFP – recorded beside Dynein transport, whose call it bears; z-score; measured here: cytoplasmic GR-EGFP intensity; hits give high values
Dynein transport nuclear GR-EGFP – recorded beside Dynein transport, whose call it bears; z-score; measured here: nuclear GR-EGFP intensity;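 lower value marks the stronger effect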
Dynein transport cell count – recorded beside Dynein transport, whose call it bears; z-score; measured here: cell count per field
Insulin prom up cell count – also measured in Insulin prom up; calls as there; cell count; measured here: cytotoxicity, nuclei count;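 total cells summed across four imaged fields per well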
Lipid droplet cells 6.5 µM – second read-out of Lipid droplet, no call of its own (marks repeat the call); cell count; measured here: cell count, cytotoxicity flag;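 cells counted across two imaged fields per well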
bCat nuc transl cell count 5 µM – recorded beside bCat nuc transl, whose call it bears; cell count; measured here: cell count, cytotoxicity flag
T cell modulator vesicle-bound % – also measured in T cell modulator; calls as there; double positive events, %; measured here: CD8+ vesicle-bound cell fraction;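 binding gate set so that unloaded-vesicle control wells show 10% double positive cells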
MT stabilize HCS Hoechst-high % – second read-out of MT stabilize HCS, no call of its own (marks repeat the call); % Hoechst-high responders; measured here: nuclear condensation Hoechst responders;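 share of cells brighter than vehicle mean plus two SD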
MT stabilize HCS cytotoxicity % – also measured in MT stabilize HCS; calls as there; toxicity, %; measured here: cytotoxicity by cell density;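 0% = mean cell density of plate MIN control wells and 100% = no cells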
Myeloid diff 2 GFP+ MAC1+ % – also measured in Myeloid diff 2; calls as there; GFP+ MAC1+ double positive, %; measured here: differentiation confirmed by MAC1 staining
Starred values were filed as active, the others as inactive; i = inactive; ? = inconclusive; · = no result given. Rows are unselected; overall some 3% were active at least once.

Values run as follows: TNAP activation fold	MT stabilize HCS	MT stabilize HCS Hoechst-high %	MT stabilize HCS cytotoxicity %	Insulin prom up	Insulin prom up cell count	Dynein transport	Dynein transport cytoplasmic EGFP	Dynein transport nuclear GR-EGFP	Dynein transport cell count	Myeloid diff 2	Myeloid diff 2 GFP+ MAC1+ %	T cell modulator	T cell modulator vesicle-bound %	PMI inhibitors	Lipid droplet	Lipid droplet cells 6.5 µM	bCat nuc transl	bCat nuc transl cell count 5 µM
1	COc1ccc(CCNC(=O)c2cc(-c3cc(C)c(C)cc3O)n[nH]2)cc1OC
    1.8	4.2	2.0	3.0	-0.16	1863	0.813	-0.2	0.441	0.0124	i	2.8	i	26.2	-3.1%	1.4	675	-1.0	1075
2	OCCN=C1CCCc2c1[nH]c1ccc(Br)cc21
    1	6.0	0.8	16.9	-0.05	1606	-0.644	-0.215	-0.38	0.705	i	0.5	i	60.9	14.9%	·	·	0.7	994
3	Oc1ccc(-c2nnc(-c3ccccc3)c(-c3ccccc3)n2)cc1
    1	2.6	1.6	3.0	0.24	1379	0.178	-0.219	0.284	-0.187	·	·	i	45.9	20.8%	17.0	663	-1.9	1191
4	CCNS(=O)(=O)c1ccc(CCC(=O)NC2CCCC2)cc1
    1.1	3.0	1.6	7.2	-0.11	1439	0.565	-0.234	0.396	0.116	i	0.4	i	41.3	6.1%	22.9	771	-3.9	535
5	Nc1ccc2c(c1)OCCOCCOCCOCCOCCO2
    1.1	4.3	4.0	8.7	0.24	1052	-0.56	-0.336	0.0289	0.693	i	0.4	i	25.5	-9.8%	0.1	738	3.3	1078
6	CC1(C)OC2C(CO)OC(n3cnc4c(=S)nc[nH]c43)C2O1 (stereo not drawn)
    ·	·	·	·	-0.75	1491	0.312	-0.249	0.061	-0.418	?	·	i	35.2	·	9.0	669	-2.6	1181
7	On1c(-c2ccc(Cl)cc2)nc2ccccc21
    1	1.9	2.2	7.8	-0.07	1030	-0.736	-0.178	-0.661	0.418	i	0.2	i	31.2	-3.9%	·	·	-0.2	1022
8	C/C(=N\NC(=S)Nc1ccc(C(C)C)cc1)c1ccc2c(c1)OCO2
    1.2	3.9	2.6	0.0	-0.44	1488	0.302	-0.0853	0.418	-0.86	i	0.3	i	45.6	8.1%	35.9	650	-1.5	1062
9	COC(=O)c1ccc(/C=C/C(=O)c2cccc(OC)c2)cc1
    1	3.3	4.0	0.9	0.02	2298	-2.3	0.0419	-1.44	0.89	i	0.8	i	34.4	19.3%	-2.3	655	-1.7	967
10	CN(C(=O)c1ccc2c(c1)SC1=NS(=O)(=O)CCN12)C(c1ccccc1)c1ccccc1
    1.2	2.2	1.5	0.3	-2.87	1325	0.896	-0.155	1.37	-2.15	i	0.8	i	19.0	5.7%	-5.8	488	-0.7	990
11	Cc1cccc(OCc2nc(C#N)c(NCCN(C)C)o2)c1
    1.1	2.3	1.8	5.6	-0.54	1501	-0.999	-0.216	-0.434	0.931	i	1.7	i	30.2	8.8%	-1.3	730	1.2	1074
12	Nc1cc(-c2nn[nH]n2)ccc1F
    1.1	1.5	2.2	9.1	0.04	1371	-0.0504	-0.204	-0.00912	0.224	i	1.8	i	36.0	8.0%	·	·	-1.0	1357
13	CC(=O)Nc1ccc(S(=O)(=O)N2CCN(CC(=O)N3CCOCC3)CC2)cc1
    ·	·	·	·	1.56	1106	1.01	-0.222	0.452	-0.104	i	0.6	i	39.3	·	-8.4	747	0.5	1275
14	COc1ccc(C(=O)Nc2ccc3nc(N4CCCCC4)cc(C)c3c2)c(OC)c1
    1.5	4.0	3.4	10.1	-0.07	1369	-0.166	-0.318	-0.413	1.18	·	·	i	56.4	16.7%	-1.2	663	-0.6	920
15	O=C(CN1CCC(NC(=O)c2ccc(Br)cc2)CC1)NCc1cccs1
    1.1	2.5	1.5	3.1	0.03	1448	0.15	-0.355	0.184	0.354	i	0.2	i	62.1	5.7%	1.4	578	0.4	1531
16	O=C(O)c1ccccc1SC1CC(=O)N(c2ccc3c(c2)OCO3)C1=O (stereo not drawn)
    0.9	2.8	1.8	6.3	-0.45	1343	0.406	-0.315	0.612	-0.148	i	0.3	i	35.1	-11.3%	4.0	687	-2.4	1087
17	Cc1ccc(S(=O)(=O)N2C=CC(C(F)(F)F)=NCC2)cc1
    1.1	2.7	2.3	6.3	0.06	885	-0.0329	-0.0687	0.137	-0.0128	i	0.2	i	50.8	8.7%	5.7	782	-7.1	1204
18	CSc1ncccc1C(=O)N1CCCC(C(=O)c2ccc3ccccc3c2)C1 (stereo not drawn)
    1.1	4.5	1.9	3.4	-0.12	1434	0.743	-0.23	0.161	0.0176	i	0.8	i	9.0	18.1%	9.8	750	0.9	1016
19	CCOc1cc(S(=O)(=O)NC2CCCCC2)ccc1F
    1.2	1.5	1.6	4.8	·	·	2.17	0.214	1.08	-1.25	i	1.1	i	53.8	5.7%	21.4	751	·	·
20	CCn1c(SCC(=O)NC2CCS(=O)(=O)C2)nnc1-c1ccccc1 (stereo not drawn)
    1.2	2.7	1.9	1.7	-0.24	1272	1.09	-0.088	0.51	-0.479	i	0.1	i	17.8	-4.5%	29.7	693	-1.8	1085
21	Cn1cccc1C(=O)NC(=O)COC(=O)CNS(=O)(=O)c1ccc(Br)cc1
    1.1	2.4	2.2	11.3	·	·	-1.7	-0.244	-0.838	1.39	i	0.7	i	48.8	-1.9%	4.2	778	-5.0	1266
22	COC(=O)C1=C(Nc2ccc(C)cc2)C=C(C)C(C(=O)OC)C1c1ccc(F)cc1 (stereo not drawn)
    1.1	34.1*	21.1*	39.5*	?	·	0.973	0.0281	0.468	-2.53	i	1.0	i	50.4	5.8%	-13.4	709	23.4	768
23	COc1ccc(C(=O)NC(=S)Nc2ccc(S(=O)(=O)Nc3cc(C)on3)cc2)cc1OC
    ·	·	·	·	-0.14	1064	-0.264	-0.159	-0.182	0.0931	i	0.0	i	25.5	·	-18.8	634	-1.3	1306
24	O=c1c2ccccc2c(/C=N/c2n[nH]c(CCCO)n2)c(O)n1-c1ccccc1Cl
    1.4	2.8	1.4	9.0	0.34	1246	0.456	-0.34	-0.365	-0.999	i	0.1	i	4.3	8.1%	0.3	700	-0.8	1009
25	CC(C)(C)c1ccc(OCC(O)CNC(=O)c2ccccc2C(=O)O)cc1 (stereo not drawn)
    ·	3.1	1.5	5.7	·	·	1.06	-0.127	0.242	-2.15	i	0.9	i	35.3	·	·	·	·	·
26	COC(=O)C(C)(C)ONC(=O)Nc1ccc([N+](=O)[O-])cc1
    1	3.6	4.2	5.8	-0.27	1060	0.0727	0.00712	0.393	-0.247	i	0.0	i	34.0	-16.7%	0.2	574	-1.2	1011
27	CCOC(=O)CSc1nc2cc3c(cc2cc1CC)OCCO3
    1.1	3.5	2.3	6.4	·	·	0.739	0.312	0.194	-0.958	i	0.5	i	7.5	16.9%	-0.7	790	1.4	994
28	C=CCN(CC=C)S(=O)(=O)c1ccc(NC(=S)NC(=O)c2ccco2)cc1
    0.7	2.0	0.9	2.3	-0.49	877	-0.0554	-0.113	0.114	0.779	i	0.0	i	55.2	17.9%	2.8	784	-2.2	1200
29	CSCCC(NC(=O)c1ccc(Cl)cc1)C(=O)NC(C)(C)C (stereo not drawn)
    1.1	3.1	1.0	6.3	-0.34	936	-0.000636	-0.367	0.0421	0.325	i	1.1	i	55.1	-8.0%	6.3	776	·	·
30	CC(C)C(OC(=O)c1cccs1)C(=O)NCc1ccco1 (stereo not drawn)
    1.3	3.0	0.9	24.5	0.11	1155	0.976	-0.098	0.669	0.746	i	1.0	i	56.8	7.6%	7.3	745	-1.3	1056
31	CCCSc1nc2c(c(=O)n1CC)SC(C)C2 (stereo not drawn)
    1.1	3.7	2.3	2.5	0.53	871	-0.682	-0.21	-0.243	0.542	i	1.3	i	41.8	1.9%	·	·	·	·
32	O=C(O/N=C\c1ccc(N2CCCCC2)c([N+](=O)[O-])c1)c1ccc(Cl)cc1Cl
    1	3.0	1.1	16.4	-2.78	1187	0.0109	-0.187	0.717	0.652	i	1.5	i	41.7	10.7%	·	·	7.5	1108
33	CC(=O)Nc1nc2nc(-c3ccccc3)cc(-c3ccccc3)n2n1
    1.1	3.5	2.6	6.1	-0.98	1253	-0.293	-0.218	-0.305	1.18	i	0.8	i	58.2	-3.5%	·	·	0.3	1432

Results in Insulin prom up, Lipid droplet and Myeloid diff 2 (2 entries from above):
nr	Compound	Insulin prom up	Lipid droplet	Myeloid diff 2
18	CSc1ncccc1C(=O)N1CCCC(C(=O)c2ccc3ccccc3c2)C1 (stereo not drawn)	-0.12	9.8	i
14	COc1ccc(C(=O)Nc2ccc3nc(N4CCCCC4)cc(C)c3c2)c(OC)c1	-0.07	-1.2	·
